EWS-Fli block: EWS/Fli-driven NR0B1 reporter inhibitors, primary screen, A673 cells, NR0B1 luciferase, luminescence, MLPCN library. viability-normalised. inhibition, % at 12.6 µM. actives 0.67% (n = 350,000). AID 651661, 2012;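 active = mean inhibition of at least 50% after viability correction, with every replicate also passing that limit; inconclusive = mean reaches 50% but only one of two replicates passes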;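 note: firefly luciferase signal divided by Alamar Blue viability fluorescence both relative to DMSO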
PAX8 inh HTS: inhibitors of PAX8-driven TPO luciferase reporter, primary screen, RMG-I cells, single concentration | actives 1.2% (n = 360,000) | inhibition, % at 12.6 µM | SteadyGlo, 24 h;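 active = mean replicate inhibition at least 60% with every replicate also reaching 60%; inconclusive = only one of the two criteria is met; inactive = mean below 60% and not all replicates reaching 60%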;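 note: luciferase light reporting Pax8 driven TPO promoter activity; plate controls were median of neutral control wells for no effect and mitoxantrone controls for full effect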
LGR2 inh: inhibitors of bursicon-induced LGR2 CRE-luciferase signal, primary screen, cell-based, HEK293, CRE-luciferase reporter, bursicon stimulation | Drosophila bursicon receptor LGR2 (rickets) | bursicon-stimulated, 4 h | inhibition, % at 9.99 µM | actives 0.35% (n = 380,000);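 active = drop in luminescence signal, shown as inhibition above about 50% in the replicate tests, limit read from the data, passing the limit was not always enough; inconclusive = probably only some replicates passing the limit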;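 note: agonist challenge used bursicon conditioned medium at about half maximal strength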
DENV2 CPE rescue: inhibitors of DENV2 cytopathic effect, primary screen, cell-based, plate reader, single concentration. DENV2-infected cells, cytopathic effect rescue. CPE inhibition, % at 9.99 µM. actives 1.7% (n = 350,000). AID 651640, 2012; in the data active = CPE inhibition above about 20%, passing the limit was not always enough; inconclusive = no clear call, values can overlap the other calls; tested in BHK-21 cells;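 note: 0% = median of neutral control wells and 100% = median of positive control wells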
Casp6 inh: human caspase-6 inhibitors, primary screen, biochemical, VEID-R110 fluorescence, single point, set 2 | actives 0.53% (n = 350,000) | inhibition, % at 12.5 µM | purified caspase-6, Z-VEID-R110 cleavage fluorescence | P55212;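 active = mean inhibition across replicates at least about 35%, with every replicate also reaching that limit, limit read from the data; inconclusive = only one of the two criteria met; inactive = neither criterion met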;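 note: 0% = median of neutral control wells and 100% = no fluorescence left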
Target sequence (P55212 24-179 limits assumed): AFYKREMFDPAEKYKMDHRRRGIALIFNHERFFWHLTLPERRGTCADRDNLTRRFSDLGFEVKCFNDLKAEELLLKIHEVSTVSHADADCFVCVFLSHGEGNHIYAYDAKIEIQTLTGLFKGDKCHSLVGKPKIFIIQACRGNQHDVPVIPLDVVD
Target sequence (P55212 194-293 limits assumed): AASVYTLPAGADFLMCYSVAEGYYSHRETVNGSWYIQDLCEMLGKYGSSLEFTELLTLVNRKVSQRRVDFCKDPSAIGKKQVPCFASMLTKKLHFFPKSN
SIRT5 block: SIRT5 desuccinylase inhibitors, primary screen, biochemical, fluorescence imaging, single point, set 5; NAD-dependent protein deacylase sirtuin-5, mitochondrial (Homo sapiens), Q9NXA8; Purified SirT5, succinyl-peptide AMC, trypsin-coupled fluorescence; inhibition, % at 15 µM; actives 1.1% (n = 330,000); AID 652115, 2013; in the data active = inhibition above about 15%; inconclusive = no clear call, values can overlap the other calls
Target sequence (Q9NXA8 whole entry, looked up): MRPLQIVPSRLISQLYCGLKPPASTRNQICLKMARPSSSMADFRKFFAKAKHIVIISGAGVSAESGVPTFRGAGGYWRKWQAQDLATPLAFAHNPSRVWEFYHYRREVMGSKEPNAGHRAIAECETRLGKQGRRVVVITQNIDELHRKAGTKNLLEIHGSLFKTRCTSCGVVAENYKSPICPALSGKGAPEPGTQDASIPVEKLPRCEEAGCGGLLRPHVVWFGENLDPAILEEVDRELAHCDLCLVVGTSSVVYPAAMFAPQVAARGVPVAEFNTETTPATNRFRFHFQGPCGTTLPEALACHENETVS
ARNT-TACC3 inh: disruptors of ARNT/TACC3 protein interaction, primary screen, biochemical, AlphaScreen, single concentration; AID 623870, 2012; inhibition, % at 9.99 µM; AlphaScreen His-ARNT PAS-B/GST-TACC3 binding, luminescence; TACC3 fragment carries E629A point mutation; actives 0.66% (n = 390,000); Transforming acidic coiled-coil-containing protein 3 (Homo sapiens), Q9Y6A5;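 active = mean inhibition of replicates at least 50% and at least half of replicates each reaching 50%; inconclusive = half or more replicates reach 50% but mean below 50%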;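 note: 0% = complete ARNT plus TACC3 wells and 100% = ARNT alone without TACC3; many hits fall short of the cut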
Numbers without * were called inactive; ? = inconclusive; . = no result given; & = joins results of further samples.

Every second line gives: DENV2 CPE rescue, LGR2 inh, PAX8 inh HTS, ARNT-TACC3 inh, EWS-Fli block, Casp6 inh, SIRT5 block
> Cc1ccccc1-c1nnc(SCC(=O)Nc2ccc3c(c2)OCCO3)n1N
    ., -5, -16, -4, ., 0, -5
> CSCC[C@H](NC(=O)[C@@H]1Cc2ccccc2CN1)C(=O)NC(C)c1ccccc1 (stereo not given in full)
    14, -10, 4, 1, 1, -1, -2
> N#Cc1ccc(-c2ccc3c(c2)[C@@H]2[C@@H](CCN2Cc2ccc4c(c2)OCO4)[C@@H](CO)N3)cc1
    ?, -2, 24, -21, 14, -2, -21
> Cn1cnc(CCNC(=O)C[C@H]2CC[C@H]3[C@@H](COC[C@H](O)CN3C(=O)C3CC3)O2)c1
    3, -11, -22, -4, 8, 1, -2
> O=C(Nc1ccc2c(c1)OCCO2)c1c[nH]c(=O)n(-c2ccc(F)c(Cl)c2)c1=O
    ., -2, -4, -2, ., 1, 0
> COC(=O)[C@]1(CC(C)C)N[C@H](c2ccc(-c3ccc(C(C)=O)cc3)cc2)[C@@H]2C(=O)N(C)C(=O)[C@@H]21
    -11, 3, -17, -7, 6, -1, .
> CCCCn1nc(C(=O)Nc2ccc3c(c2)OCO3)c2ccccc2c1=O
    36*, -6, ., 6, -4, -2, -4
> Cc1ccccc1C(=O)NNC(=O)C1CC(=O)N(Cc2ccccc2)C1 (stereo not given)
    9, 3, -11, -9, -6, -2, -3
> COc1ccccc1CNCc1ccc(OC)c2ccccc12
    14, 11, 20, 2, 8, -3, 0
> C[C@H](CO)N1C[C@H](C)[C@H](CN(C)Cc2ccc(-c3ccccc3)cc2)Oc2ccc(NC(=O)Cn3cnnn3)cc2CC1=O
    -1, -10, 24, -2, 1, 2, 2
> COc1ccc2c(c1)CC(C(=O)Nc1ccc(Cl)cc1)/C(=N/O)O2 (stereo not given)
    -2, -5, 7, 2, 5, -2, -3
> CCC(=O)N1CC2(C1)[C@H](c1ccc(-c3ccccc3)cc1)[C@@H](CO)N2S(C)(=O)=O
    0, -1, ., ., 2, 2, -2
> CCCNC(=O)N(C)C[C@H]1Oc2ncc(-c3ccc(OC)cc3)cc2C(=O)N([C@H](C)CO)C[C@H]1C
    16, 16, ., 5, -7, 1, -3
> COc1ccc(CCOC(=O)c2cccc(NC(C)=O)c2)cc1
    -5, -4, -99, -4, 2, 1, -2
> CC(=O)c1ccc(N(C(=O)c2csnn2)C(C(=O)NC2CCCC2)c2ccccc2)cc1 (stereo not given)
    7, -24, 4, -4, 9, -2, .
> COc1ccc(C#Cc2ccc3c(c2)[C@H]2[C@H](CCN2S(=O)(=O)c2cccc(OC)c2)[C@H](CO)N3C)cc1
    16, 9, 26, -3, -8, 0, 9
> CC(SCc1ccccc1)C(=O)Nc1ccccc1 (stereo not given)
    -2, -4, -11, -3, -13, 3, -1
> O=C(CN1CCOc2ccccc21)N1CCN(c2cccc(Cl)c2)CC1
    6, -1, 25, 1, 5, 0, -1
> C[C@H]1CN([C@@H](C)CO)C(=O)Cc2cc(NS(=O)(=O)c3ccc(Cl)cc3)ccc2O[C@H]1CN(C)S(=O)(=O)c1cccs1
    -8, -10, ., -3, -4, 1, 4
> CC(Oc1cc2oc(=O)c3c(c2cc1Cl)CCCC3)C(=O)NCc1cccnc1 (stereo not given)
    ?, -6, -4, 6, 1, 3, -2
> COc1ccc(S(=O)(=O)N(C)C[C@H]2Oc3ccc(NC(=O)c4ccncc4)cc3C(=O)N([C@H](C)CO)C[C@@H]2C)cc1
    ?, 10&0, 15, -7, -1&-4, 1&3, 4&1
> OC(COc1ccc(Cl)cc1)CN1CCN(c2ccccn2)CC1 (stereo not given)
    2, ., 0, -3, 4, 8, -7
> CCC(C)NC(=O)c1ccccc1NC(=O)CN(c1cc(C)ccc1OC)S(C)(=O)=O (stereo not given)
    -1, ., 5, -6, 1, -1, -2
> CCOc1ccc(NC(=O)c2ccccc2NC(=O)CN2CCCCCC2)cc1
    11, -6, -14, -3, -28, -5, -2
> Cc1ccc(NC2=C(Cl)C(=O)OC2OC(=O)c2ccc(C)cc2)cc1 (stereo not given)
    2, 17, 3, 0, 4, 0, 1
> O=C(c1ccccc1N(Cc1ccccc1)S(=O)(=O)c1ccccc1)N1CCOCC1
    8, 8, 4, -2, 5, 0, -1
> Cc1ccc(NC(=O)COC(=O)CN2CCSC2=O)cc1Cl
    7, 4, 5, ., 0, -1, -7
> CS(=O)(=O)Nc1ccc2c(c1)[C@@H]1C[C@@H](CC(=O)NCc3ccc(Cl)cc3)O[C@H](CO)[C@@H]1O2
    -3, 2, -16, -5, -6, -1, -7
> CC1(C(=O)Nc2ccccc2Br)CCN1C(=O)CC1CC1 (stereo not given)
    -4, 11, 0, ., 14, 1, .
> c1ccc(Nc2nc(Nc3ccccc3)nc(N3CCNCC3)n2)cc1
    -12, 1, 10, 1, 21, -4, -5
> CC(C)C[C@H]1CNC(=S)N1C[C@H]1CCCN1C[C@H](Cc1ccc(O)cc1)N1C[C@H](Cc2ccccc2)N(CC2CCCCCC2)C1=S
    -1, 5, -9, ., -3, 1, .
> COc1ccccc1-c1sc2cc3c(cc2c1C#Cc1ccccn1)OCO3
    -4, -3, 2, 1, -17, -4, .
> CCC(Oc1ccccc1)C(=O)N(Cc1ccccc1)c1ccccn1 (stereo not given)
    ., -6, 10, -29, ., ., .
> O=C(NCCO)c1ccc2c3n(nc2c1)-c1ccccc1CO3
    69*, -47, -108, 12, -67, 9, .
> Cc1cc(C)nc(SCC(=O)N/N=C/c2ccc3c(c2)OCO3)n1
    -3, -41, -15, -18, -95, 2, -1
> OCC[C@@H]1C[C@@H](O)[C@H](O)[C@@]2(CCCCO2)O1
    -3, -2, 14, -1, -8, 1, -1
> Nc1nonc1-n1nnc(C(=O)N/N=C/c2ccccc2Cl)c1-c1ccccc1
    -4, 1, -22, 9, -5, 11, -4
> C/C(=N\Nc1cc(N2CCCCC2)nc(C)n1)c1ccc(Br)cc1
    -25, 14, 16, 8, 26, -3, -4
> CN(CC(=O)Nc1ccc(F)cc1)C(=O)c1ccncc1
    -1, 1, -1, -7, -7, -105, -2
> C[C@@H]1CCCCO[C@H](CN(C)S(=O)(=O)c2ccc(Cl)cc2)[C@H](C)CN([C@H](C)CO)C(=O)c2cc(NC(=O)CCC(F)(F)F)ccc2O1
    9, 5, 5, 0, 10, -1, 10

3 of the entries above in order of their number in LGR2 inh, lowest first:
SMILES,DENV2 CPE rescue,LGR2 inh,ARNT-TACC3 inh,Casp6 inh,SIRT5 block
O=C(NCCO)c1ccc2c3n(nc2c1)-c1ccccc1CO3,69*,-47,12,9,.
CN(CC(=O)Nc1ccc(F)cc1)C(=O)c1ccncc1,-1,1,-7,-105,-2
C/C(=N\Nc1cc(N2CCCCC2)nc(C)n1)c1ccc(Br)cc1,-25,14,8,-3,-4

Going on with the list.
Every second line gives: DENV2 CPE rescue, LGR2 inh, PAX8 inh HTS, ARNT-TACC3 inh, EWS-Fli block, Casp6 inh, SIRT5 block
> Cc1ccccc1N(C(=O)c1snc(C(N)=O)c1N)C(C(=O)NC1CCCC1)c1ccco1 (stereo not given)
    -3, 8, 12, 3, -10, 4, -2
> CCC1(c2ccc(F)cc2)NC(=O)N(CC(=O)N2c3ccccc3CC2C)C1=O (stereo not given)
    -1, -10, 6, 7, -3, 3, -1
> COc1ccc(C(=O)O/N=C(\N)c2cccc(C)c2)cc1OC
    -4, -82, -133, 4, -37, 1, -3
> COc1ccccc1N/C(=N/S(=O)(=O)c1ccc(C)cc1)c1ccccc1
    -5, ., 17, 0, -4, 1, -7
> O=C(O)Cc1ccc(NS(=O)(=O)c2ccc3ccccc3c2)cc1
    4, 8, 0, -5, 12, 3, -2
> CCCCC1SC(N)=NC1=O (stereo not given)
    -6, 14, 12, 0, -31, -2, -5
> Cc1ccc(C2CN(CCC(N)=O)C(=O)CO2)cc1 (stereo not given)
    -10, 6, -1, -4, 4, 0, 0
> OCCC1CN(Cc2cnc(N3CCCC3)s2)CCN1C1CCCC1 (stereo not given)
    -2, 9, 5, -18, 0, -2, -2
> CCOC(=O)c1c(NC(=O)C(C)Sc2cn(C)c3ccccc23)sc2c1CCC2 (stereo not given)
    12, -24, -8, 4, -6, -1, 5
> C[C@H]1CN([C@@H](C)CO)C(=O)Cc2cc(NC(=O)CCN3CCOCC3)ccc2O[C@H]1CN(C)Cc1ccc(C(F)(F)F)cc1
    -5, 7, -2, 3, 60*, 0, -3
> CCOc1ccc(C(=O)Oc2cc(C)[nH]c(=O)c2[N+](=O)[O-])cc1
    -2, 2, 19, -8, 10, 1, .
> O=C(Cn1c(-c2ccccc2Cl)nc2ccccc21)Nc1cccc(Cl)c1
    -7, 2, 16, -8, 6, -1, -5
> O=C(COC(=O)C1CCN(S(=O)(=O)c2cccs2)CC1)Nc1ccc(F)cc1Cl
    -5, -7, 9, 2, -1, -1, -2
> Cc1ccc(CN(C(=O)COc2ccc(C)c(C)c2)C2CCS(=O)(=O)C2)o1 (stereo not given)
    -4, -9, 0, -5, -3, 1, 3
> CO[C@@H]1CN(C)C(=O)c2cc(NS(C)(=O)=O)ccc2OC[C@@H](C)N(Cc2cncnc2)C[C@@H]1C
    0, -2, 10, -3, 1, ., -4
> COc1cc(=O)[nH]c(SCC(=O)Nc2nc3c(s2)CCCC3)n1
    -2, 4, -30, 2, 8, 1, -3
> CC(C)c1ccc(OCC(=O)Nc2ccncc2)cc1
    10, -3, 18, -1, -5, -1, 2
> COc1cccc(C#Cc2ccc([C@@H]3[C@@H](C#N)N(C(=O)C4CCC4)[C@H]3CO)cc2)c1
    3, -1, 24, -11, 6, 2, 2
> CCCC(=O)N1CC2(CN(C(=O)CC3CC3)C2)c2c(n(C)c3cc(OC)ccc23)[C@@H]1CO
    1, 3, -8, ., -4, -2, 3
> COc1ccc(NS(=O)(=O)N2CCCCC2)cc1
    -4, 11, -12, -4, -6, 5, .
> C[C@@H]1CN([C@@H](C)CO)C(=O)c2cc(-c3ccc(C(=O)N(C)C)cc3)cnc2O[C@@H]1CN(C)C(=O)c1cccnc1
    5, 0, -3, -4, -7, -2, -2
> CC(C)NC(=O)N(C)C[C@H]1OCCCC[C@@H](C)Oc2ccc(NS(=O)(=O)c3ccccc3)cc2C(=O)N([C@@H](C)CO)C[C@H]1C
    1, 9, -3, 5, 8, 1, 0
> C[C@@H]1CN([C@H](C)CO)C(=O)c2cccc(NC(=O)Nc3ccccc3)c2O[C@@H]1CN(C)S(=O)(=O)c1cn(C)cn1
    5, 10, ., -2, -1, 4, 3
> C[C@@H]1CN([C@H](C)CO)S(=O)(=O)c2ccc(C#Cc3ccncc3)cc2O[C@H]1CN(C)C(=O)c1ccncc1
    2, 18, 77, -9, -20, 4, -1
> C[C@@H]1CN([C@@H](C)CO)C(=O)Cc2cc(NC(=O)Nc3ccc(C(F)(F)F)cc3)ccc2O[C@H]1CN(C)Cc1ccc(-c2ccccc2)cc1
    -24, 6, 18, 0, 6, 3, 2
> Cc1ccc(NC(=O)c2ccc(OC(F)(F)F)cc2)cc1S(=O)(=O)N(C)C
    ., -4, 13, -2, ., ., .
> C[C@@H]1CN([C@@H](C)CO)C(=O)c2cc(NC(=O)Nc3cccc4ccccc34)ccc2O[C@@H](C)CCCCO[C@@H]1CN(C)C(=O)c1ccccc1
    -2, 10, ., -12, 5, 1, 5
> COc1ccc(C(C)=O)cc1Cn1c(C)c(C(=O)NCc2cccc(Cl)c2)sc1=O
    ?, -6, 17, ., 12, -1, .
> CO[C@H]1CN(C)C(=O)c2ccc(NS(C)(=O)=O)cc2OC[C@@H](C)N(C(=O)CN(C)C)C[C@@H]1C
    -7, -9, 2, -3, 0, 0, 1
> CSc1ccc(Cl)c(C(=O)N2CCOc3ccccc32)c1
    ?, -4, 13, -38, 7, 2, .
> CCn1c(Sc2ccc([N+](=O)[O-])cn2)nnc1-c1ccco1
    5, 44, 71*, ., 13, 6, 2
